All columns: NCI-60 one-dose screen, growth in % after 48 h at 10 µM unless noted; 100 = growth as untreated, 0 = no growth, -100 = all killed.
PC-3: PC-3 prostate cancer cells; 80,000 compounds, 3.9% hits
U251: U251 CNS tumor cells | 80,000 compounds, 5.4% hits | AID 1794753
OVCAR-8: OVCAR-8 ovarian cancer; 81,000 compounds, 4.4% hits
OVCAR-3: OVCAR-3 ovarian cancer; 79,000 compounds, 7% hits; AID 1794787
SF-295: SF-295 CNS cancer cells | 79,000 compounds, 5.6% hits
SNB-19: SNB-19 CNS cancer cells; 81,000 compounds, 2.5% hits; AID 1794751
SF-539: SF-539 CNS cancer; 81,000 compounds, 6.8% hits; AID 1794752
DU-145: DU-145 prostate cancer | 81,000 compounds, 4.2% hits | AID 1794760
SF-268: SF-268 CNS cancer cells; 82,000 compounds, 3.1% hits
Numbers without * were called inactive; · = no result given; & = joins results of further samples. Rule for the calls: active = growth percent below 10; inactive = the rest.

Key to letters: A = PC-3; B = U251; C = OVCAR-8; D = OVCAR-3; E = SF-295; F = SNB-19; G = SF-539; H = DU-145; I = SF-268
Cc1ccc(C(=O)OCCc2ccccc2)cc1
  A = 109 | B = 101 | C = 112 | D = 107 | E = 100 | F = 109 | G = 100 | H = 100 | I = 101
O=C(CCN1CCCCC1)c1ccc2ccccc2c1
  A = 98 | B = 93 | C = 100 | D = 99 | E = 99 | F = 103 | G = 108 | H = 99 | I = 98
CCC(=O)Oc1ccc(/C(=C(/C)Cc2cccc(OC)c2)c2ccc(OCCN3CCCCC3)cc2)cc1
  A = 93 | B = 98 | C = 101 | D = 101 | E = 101 | F = 104 | G = 101 | H = 104 | I = 94
COC1OC(C(COC(C)=O)OC(C)=O)C(OC(C)=O)C(OC(C)=O)C1OC(C)=O (configuration not stated)
  A = 107 | B = 101 | C = 103 | D = 118 | E = · | F = 99 | G = 92 | H = 115 | I = 113
CC1(C)CCCC2=C1C(=O)N(SC(Cl)(Cl)Cl)C2=O
  A = 89 | B = 94 | C = 102 | D = 104 | E = 84 | F = 91 | G = 96 | H = 102 | I = 103
O=C(CSc1nc2ccccc2c(=O)[nH]1)NNC(=O)c1ccccc1Cl
  A = 123 | B = 96 | C = 100 | D = 118 | E = 112 | F = 92 | G = 97 | H = 110 | I = 106
COc1nc2cc(OCc3ccccc3)ccc2cc1-c1nc2c(cnn2-c2ccc(Br)cc2)c(=O)[nH]1
  A = 79 | B = 92 | C = 77 | D = 101 | E = 102 | F = 95 | G = 93 | H = 89 | I = 82
O=C(Nc1ccccc1)P(=O)(O)c1ccccc1
  A = 95 | B = 95 | C = 92 | D = 104 | E = 122 | F = 103 | G = 90 | H = 108 | I = 98
Cc1ccc(-c2oc(C=Nc3ccccc3)c([N+](=O)[O-])c2-c2ccc(C)cc2)cc1
  A = 77 | B = 83 | C = 77 | D = 76 | E = 88 | F = 96 | G = 89 | H = · | I = 85
COc1ccc(C2=NNC3N=C(Cl)c4[nH]cnc4N23)cc1 (configuration not stated)
  A = 94 | B = 94 | C = 103 | D = 112 | E = 96 | F = 107 | G = 89 | H = 107 | I = 110
CCC(=O)c1c(Cl)c(Cl)c(Cl)c(Cl)c1C(=O)O
  A = 101 | B = 104 | C = 107 | D = 113 | E = 100 | F = 112 | G = 98 | H = 115 | I = 109
Cc1ccc(S(=O)(=O)NCCNc2nccc(-c3c(-c4ccccc4)nc4occn34)n2)cc1
  A = 67 | B = 61 | C = 63 | D = 83 | E = 80 | F = 79 | G = 88 | H = 64 | I = 58
FC(F)(F)c1cc(-c2cncnc2NC2CCCCCC2)cc(C(F)(F)F)c1
  A = 77 | B = 79 | C = 91 | D = 100 | E = 66 | F = 77 | G = 90 | H = 111 | I = 87
Oc1c2c(n3cccc13)=c1ccc(Cl)cc1=N2
  A = 89 | B = 94 | C = 98 | D = 110 | E = 115 | F = 96 | G = 141 | H = 106 | I = 110
COC(=O)c1cccc(OC)c1O
  A = 104 | B = 108 | C = 103 | D = 107 | E = 99 | F = 107 | G = 100 | H = 102 | I = 97
COc1ccc(OC)c(/C=C/C(=O)c2c(C)nc3ccccc3c2/C=C/c2ccc(C)cc2)c1
  A = 46 | B = 81 | C = 60 | D = 82 | E = 82 | F = 91 | G = 105 | H = 86 | I = 89
CSC(=N\N=C\c1ccc(Cl)cc1)/N=C/N(C)C
  A = 99 | B = · | C = 103 | D = 105 | E = 110 | F = 92 | G = 104 | H = 107 | I = 104
Cn1ccc2cc(NC(=O)Cn3cc(CN4CCCC4)nn3)ccc21
  A = 99 | B = 104 | C = 101 | D = 121 | E = 105 | F = 100 | G = 97 | H = 116 | I = 104
COc1cc(-c2nc(-c3ccccc3)c(-c3ccccc3)n2C2CCCCC2)ccc1OC1CCCC1
  A = 41 | B = 70 | C = 72 | D = 57 | E = 45 | F = 72 | G = 93 | H = 91 | I = 76
CC(=O)OC[C@H]1O[C@@H](n2c(=O)cc(N)[nH]c2=O)C(OC(C)=O)[C@@H]1OC(C)=O (some centres not stated)
  A = 95 | B = 98 | C = 99 | D = 114 | E = 94 | F = 99 | G = 98 | H = 108 | I = 98
Cc1cc(C)n(Cc2ccc(Cl)cc2)c(=O)c1C#N
  A = 105 | B = 99 | C = 103 | D = 114 | E = 99 | F = 94 | G = 99 | H = 112 | I = 102
c1csc(CSc2ncnc3nc[nH]c23)c1
  A = 84 | B = 96 | C = 101 | D = 113 | E = 116 | F = 98 | G = 95 | H = 101 | I = 118
COc1cccc(-c2cc(-c3ccc(Nc4nc(Nc5ccc(Cl)cc5)nc(Nc5ccc(Cl)cc5)n4)cc3)nc(N)c2C#N)c1
  A = -5.4* | B = 3.8* | C = 49 | D = -53* | E = 83 | F = 106 | G = 6.7* | H = 56 | I = 71
c1ccc(CNCc2ccc(CNCc3ccccc3)cc2)cc1
  A = 77 | B = 86 | C = 100 | D = 97 | E = 107 | F = 98 | G = 97 | H = 113 | I = 95
O=C(CN1CCNCC1)NNc1ncnc2ccccc12
  A = 90 | B = 100 | C = 104 | D = 115 | E = 102 | F = 96 | G = 100 | H = 105 | I = 103
COc1cc(C2=NN(C(C)=O)C(c3ccc(Cl)cc3)C2)cc(OC)c1OC (configuration not stated)
  A = 97 | B = 97 | C = 97 | D = 90 | E = 86 | F = 91 | G = 94 | H = 101 | I = 102
O=C(c1ccccc1)N1CCN(C(=O)c2ccccc2)c2ccccc21
  A = 92 | B = 109 | C = 106 | D = 123 | E = 106 | F = 103 | G = 103 | H = 113 | I = 111
Cc1ccc(-c2nnc(-c3nc4ccccc4nc3Cl)o2)cc1
  A = 100 | B = 104 | C = 104 | D = 111 | E = 111 | F = 99 | G = 101 | H = 114 | I = 98
CC(C)CC(C(=O)O)n1c(O)c(C=C2N=c3ccccc3=N2)sc1=S (configuration not stated)
  A = 92 | B = 109 | C = 100 | D = 103 | E = 100 | F = 96 | G = 99 | H = 108 | I = 92
COc1ccc2nc3cc([N+](=O)[O-])ccc3c(NNc3ccccc3)c2c1
  A = · | B = 29 | C = 82 | D = 73 | E = 56 | F = 73 | G = 23 | H = 90 | I = 57
COc1cc(-c2cc(-c3ccccc3)nc(N)c2C#N)cc(OC)c1OC
  A = 109 | B = 93 | C = 98 | D = 114 | E = 93 | F = 106 | G = 99 | H = 121 | I = 113
COc1ccc(/C=C2/CCc3cc4ccc(OC)cc4[o+]c32)c(O)c1
  A = 8.8* | B = 69 | C = 43 | D = 50 | E = 106 | F = 63 | G = 109 | H = 77 | I = 82
CC(=O)NCC1=C(C)C=C2C(=O)[C@](C)(O)C3(CC3)C(C)=C21
  A = 2.8* | B = -13* | C = -64* | D = -20* | E = -15* | F = -50* | G = -71* | H = -11* | I = 18
Cc1ccc2nc(-c3ccc(N(C)C)c(Br)c3)cn2c1
  A = 54 | B = 49 | C = 94 | D = 103 | E = 90 | F = 99 | G = 66 | H = 94 | I = 78
N=C(N)c1ccc(-c2ccc(-c3ccc(F)cc3F)o2)nc1
  A = 81 | B = 96 | C = 99 | D = 94 | E = 102 | F = 90 | G = 88 | H = 95 | I = 86
COc1ccc2c(c1)nc(N)c1c3ccccc3cn21
  A = 84 | B = 73 | C = 88 | D = 79 | E = 80 | F = 83 | G = 94 | H = · | I = 81
Oc1ccc(Br)cc1/C=N/NC(=S)NC12CC3CC(CC(C3)C1)C2
  A = -19* | B = 5.5* | C = -31* | D = -26* | E = 17 | F = 45 | G = 37 | H = 9.3* | I = 8.3*
O=C1NC(=S)NC1Cn1cnc2ccccc21 (configuration not stated)
  A = 96 | B = 102 | C = 102 | D = 109 | E = 105 | F = 99 | G = 102 | H = 111 | I = 101
N#CC(C#N)=Cc1cc2ccccc2nc1Oc1ccc(Cl)cc1
  A = 65 | B = 91 | C = 94 | D = 101 | E = 100 | F = 82 | G = 95 | H = 107 | I = 89
CCc1ccc(Oc2cn[nH]c2-c2ccc(OCc3ccc(F)cc3)cc2O)cc1
  A = · | B = 91 | C = · | D = 99 | E = 101 | F = 105 | G = 100 | H = 99 | I = 99
Nc1c(I)cc(CC(=O)O)cc1I
  A = 104 | B = 100 | C = 111 | D = 110 | E = 109 | F = 103 | G = 101 | H = 111 | I = 96
CCS(=O)(=O)c1nc(NC)c2ccsc2n1
  A = 99 | B = 100 | C = 101 | D = 117 | E = 102 | F = 98 | G = 99 | H = 113 | I = 105
COc1ccc(/C=C2\C=C(c3ccc(F)cc3)N(Cc3ccccc3Cl)C2=O)cc1
  A = 34 | B = 57 | C = 65 | D = 74 | E = 43 | F = 75 | G = 89 | H = 95 | I = 81
C[C@H]1[C@H]2[C@H]3CC[C@@H]4[C@@]5(C)CC[C@H](O)C(C)(C)[C@@H]5CC[C@@]4(C)[C@]3(C)CC[C@]23CO[C@]1(C)[C@@H](C(=O)/C=C\c1ccco1)C3
  A = 93 | B = 69 | C = 99 | D = 103 | E = 110 | F = 75 | G = 100 | H = 102 | I = 96
CCc1cccc(Cl)c1
  A = 88 | B = 105 | C = 104 | D = 110 | E = 110 | F = 104 | G = 104 | H = 111 | I = 106
COc1ccc(CCNC(=O)C(=O)[C@H](Cc2ccccc2)NC(=O)c2oc3cc(OC)c(OC)cc3c(=O)c2C)cc1
  A = 94 | B = 99 | C = 104 | D = 116 | E = 97 | F = 91 | G = 99 | H = 111 | I = 100
CCS(=O)(=O)N1CCCC(C(=O)Nc2nc3ccc(NC(=O)c4ccc(F)c(OC)c4F)cc3s2)C1 (configuration not stated)
  A = 51 | B = 66 | C = 58 | D = 62 | E = 49 | F = 79 | G = 58 | H = 77 | I = 69
c1ccc(Cn2cc3c(c2)-c2ncncc2CC3)cc1
  A = · | B = 103 | C = 101 | D = 106 | E = 103 | F = 101 | G = 104 | H = 109 | I = 104
CN(C)c1ccc(/C=C(\C#N)C(=O)O)cc1
  A = 103 | B = 96 | C = 107 | D = 103 | E = 104 | F = 104 | G = 102 | H = 107 | I = 98
O=C(CCC(=O)Nc1ccc(S(=O)(=O)N2CCOCC2)cc1)NCc1ccccc1
  A = 96 | B = 99 | C = 111 | D = 118 | E = 95 | F = 104 | G = 113 | H = 120 | I = 111

Going on with the list:
Key to letters: A = PC-3; B = U251; C = OVCAR-8; D = OVCAR-3; E = SF-295; F = SNB-19; G = SF-539; H = DU-145; I = SF-268
Cc1cc(NCc2cc(Nc3ccnc4cc(Cl)ccc34)ccc2F)nc(N2CCSCC2)n1
  A = 27 | B = -71* | C = 19 | D = -33* | E = -57* | F = 43 | G = -72* | H = 24 | I = 39
O=C(/C=C/Nc1ccc(S(=O)(=O)Nc2ncccn2)cc1)c1cc2cc(Br)ccc2oc1=O
  A = 89 | B = 102 | C = 110 | D = 107 | E = 105 | F = 97 | G = 105 | H = 115 | I = 104
O=C1c2cccc(NCCN=Cc3cc(O)ccc3O)c2C(=O)c2c(NCCN=Cc3cc(O)ccc3O)cccc21
  A = -38* | B = -44* | C = 7.6* | D = -49* | E = -24* | F = -22* | G = -8.7* | H = -68* | I = -35*
O=c1ccn(Cc2cn(-c3cc4ccccc4oc3=O)nn2)c(=O)[nH]1
  A = 89 | B = 101 | C = · | D = 103 | E = 108 | F = 101 | G = 105 | H = 120 | I = 101
O=C(Cn1c(-c2cncs2)nc2ccccc21)Nc1ccc2c(c1)OCO2
  A = 84 | B = 92 | C = 96 | D = 114 | E = 98 | F = 99 | G = 92 | H = 113 | I = 101
CC(C(=O)O)c1ccc2c(c1)Cc1cccnc1O2 (configuration not stated)
  A = 94 | B = 97 | C = 100 | D = 128 | E = 108 | F = 100 | G = 111 | H = 138 | I = 124
COc1ccc(C(CC(=O)c2ccc3c(c2)OCO3)C(=O)O)cc1OC (configuration not stated)
  A = 105&87 | B = 102&102 | C = 106&107 | D = 102&119 | E = 82&87 | F = 98&110 | G = 104&126 | H = 106&121 | I = 98&111
C(C#CCN1CCOCC1)#CCN1CCOCC1
  A = 104 | B = 130 | C = · | D = 97 | E = 117 | F = 112 | G = 114 | H = 102 | I = 103
CC(=O)O[C@H]1C(=O)[C@@]2(C)[C@H]([C@H](OC(=O)c3ccccc3)[C@]3(O)C[C@H](OC(=O)[C@H](OC(=O)CCC(=O)OC4CCC(S/N=C(N)/N=C(\N)N(C)C)CC4)[C@@H](NC(=O)c4ccccc4)c4ccccc4)C(C)=C1C3(C)C)[C@]1(OC(C)=O)CO[C@@H]1C[C@@H]2O (some centres not stated)
  A = 28 | B = 17 | C = 22 | D = 10 | E = -10* | F = 30 | G = -20* | H = 0.1* | I = 38

One compound at a time, from the list above. Order of values: PC-3 | U251 | OVCAR-8 | OVCAR-3 | SF-295 | SNB-19 | SF-539 | DU-145 | SF-268
Results for `COc1ccc(C(CC(=O)c2ccc3c(c2)OCO3)C(=O)O)cc1OC` (configuration not stated) : 105&87 | 102&102 | 106&107 | 102&119 | 82&87 | 98&110 | 104&126 | 106&121 | 98&111
Results for `O=c1ccn(Cc2cn(-c3cc4ccccc4oc3=O)nn2)c(=O)[nH]1` : 89 | 101 | · | 103 | 108 | 101 | 105 | 120 | 101
Results for `O=C1c2cccc(NCCN=Cc3cc(O)ccc3O)c2C(=O)c2c(NCCN=Cc3cc(O)ccc3O)cccc21` : -38* | -44* | 7.6* | -49* | -24* | -22* | -8.7* | -68* | -35*
Results for `O=C(/C=C/Nc1ccc(S(=O)(=O)Nc2ncccn2)cc1)c1cc2cc(Br)ccc2oc1=O` : 89 | 102 | 110 | 107 | 105 | 97 | 105 | 115 | 104
Results for `C(C#CCN1CCOCC1)#CCN1CCOCC1` : 104 | 130 | · | 97 | 117 | 112 | 114 | 102 | 103

High-throughput results (PubChem)
